Screening results from PubChem.
ERAP1 HTS inh = blocks human ERAP1 aminopeptidase activity; Q9NZ08; recombinant ERAP1, Leu-AMC fluorescence, 60 min; inhibition, % at 10.7 µM; 0.15% of 340,000 active; AID 652197;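 active = mean replicate inhibition of at least 30%, or all replicates individually reaching that 30% level; inactive = mean below 30% and not every replicate reaching it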;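 also: 0% = neutral control wells and 100% = L-leucinethiol positive control wells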
CFTR F508del cor = CFTR F508del correction in bronchial cells; CFBE cells, YFP halide quenching; stimulated with forskolin plus potentiator P3; % fluorescence drop versus neutral controls; activity (quench increase), % at 7.58 µM; 0.36% of 350,000 active; AID 720511;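 active = mean added fluorescence quench of at least 8% versus neutral control, with both replicates also reaching 8%; inconclusive = only one of the mean or replicate conditions met; inactive = mean below 8% and not both replicates reaching 8%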;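 also: cells transiently co-express mutant CFTR-F508del with the halide-sensitive YFP; corrector assay measuring rescue of mutant channel to the surface after 24 h compound exposure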
Casp6 inh = blocks human caspase-6 cleavage activity | inhibition, % at 12.5 µM | purified caspase-6, Z-VEID-R110 cleavage fluorescence | 0.53% of 350,000 active | P55212;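 active = mean inhibition across replicates at least about 35%, with every replicate also reaching that limit, limit read from the data; inconclusive = only one of the two criteria met; inactive = neither criterion met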;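 also: 0% = median of neutral control wells and 100% = no fluorescence left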
Target sequence (P55212 24-179 limits assumed): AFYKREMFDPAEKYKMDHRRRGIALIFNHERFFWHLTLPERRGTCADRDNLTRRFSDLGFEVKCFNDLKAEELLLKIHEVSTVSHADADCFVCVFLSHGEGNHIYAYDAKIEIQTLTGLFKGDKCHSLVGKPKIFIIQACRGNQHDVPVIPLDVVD
Target sequence (P55212 194-293 limits assumed): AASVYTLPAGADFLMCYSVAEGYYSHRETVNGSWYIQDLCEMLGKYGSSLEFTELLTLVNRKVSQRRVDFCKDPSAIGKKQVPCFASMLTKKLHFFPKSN
miR122 inh = inhibitors of miR-122 in Huh7 cells | 0.3% of 340,000 active | activation (reporter increase), % at 12.5 µM | Huh7 miR-122 Renilla luciferase sensor, 48 h; neutral wells = 0, positive control = 100;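 active = mean replicate activation score at least 90 and every replicate individually at or above 90; inconclusive = only one of the two criteria met; inactive = neither criterion met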;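 also: higher luciferase means less miR-122 activity so hits act as miR-122 inhibitors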
ERp5 block = blocks human ERp5 reductase activity on insulin; Q15084; ERp5 insulin aggregation, absorbance 650 nm, 90 min; inhibition, % at 9.99 µM; 0.05% of 350,000 active; AID 651711;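 active = mean replicate inhibition above about 25%, with every replicate also reaching it, limit read from the data, passing the limit was not always enough; inconclusive = only one of those two criteria met; inactive = neither criterion met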
Target sequence (Q15084 whole entry, looked up): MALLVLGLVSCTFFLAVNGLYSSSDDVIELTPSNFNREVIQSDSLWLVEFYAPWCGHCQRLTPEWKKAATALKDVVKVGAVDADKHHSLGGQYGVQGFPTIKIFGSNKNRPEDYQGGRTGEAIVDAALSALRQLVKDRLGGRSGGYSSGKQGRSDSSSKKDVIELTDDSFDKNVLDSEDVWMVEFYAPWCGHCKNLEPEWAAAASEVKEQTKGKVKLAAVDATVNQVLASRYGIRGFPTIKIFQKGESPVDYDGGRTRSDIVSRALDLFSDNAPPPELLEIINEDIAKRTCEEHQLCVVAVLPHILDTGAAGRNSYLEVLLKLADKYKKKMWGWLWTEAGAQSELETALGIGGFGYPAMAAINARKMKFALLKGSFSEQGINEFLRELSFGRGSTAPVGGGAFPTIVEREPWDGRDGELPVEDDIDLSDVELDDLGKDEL
SIRT5 block = inhibitors of human sirtuin-5 desuccinylase; Q9NXA8; inhibition, % at 15 µM; 1.1% of 330,000 active; AID 652115; Purified SirT5, succinyl-peptide AMC, trypsin-coupled fluorescence; in the data active = inhibition above about 15%; inconclusive = no clear call, values can overlap the other calls
DENV2 CPE = protects cells from dengue virus 2 cytopathic effect. DENV2-infected cells, cytopathic effect rescue, plate reader. CPE inhibition, % at 9.99 µM. 1.7% of 350,000 active. AID 651640; in the data active = CPE inhibition above about 20%, passing the limit was not always enough; inconclusive = no clear call, values can overlap the other calls; tested in BHK-21 cells;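 also: 0% = median of neutral control wells and 100% = median of positive control wells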
* = called active by the depositor; ? = inconclusive; . = no result given; & = joins results of further samples; [ ] = dose if it differs, or a comment.

1: CC(=O)c1ccc(OC2OCCOC2Oc2ccc(C(C)=O)cc2)cc1 (stereo not given)
2: Cc1ccc(N2C(=O)C3CCCN3C2=S)cc1 (stereo not given)
3: COc1ccc(C(=O)NC(C)CCCC(C)(C)O)cc1OC1CCN(C(C)=O)CC1 (stereo not given)
4: COc1ccc(/C=C(\C#N)C(=O)OCC(=O)N(C)C2CCS(=O)(=O)C2)cc1 (stereo not given)
5: COc1ccc(CCNC(=O)CSc2n[nH]c(C)c2[N+](=O)[O-])cc1OC
6: Cc1cccc(/C=N/NC(=O)c2cc(Br)ccc2OCc2ccccc2)n1
7: COc1ccccc1C(=O)NC1CCCCN(C)C1=O (stereo not given)
8: CC(=O)Nc1ccc(OCC(=O)NCc2ccc(C)cc2)cc1
entry no.,1,2,3,4,5,6,7,8
ERp5 block,-1,3,4,14,-5,7,8,0
SIRT5 block,-2,-4,0,-17,-5,0,.,.
Casp6 inh,-4,0,0,-4,3,-3,3,-2
miR122 inh,.,1,-5,.,3,.,.,8
DENV2 CPE,-2,-2,1,-5,-6,-5,7,2
ERAP1 HTS inh,-3,2,-2,3,.,-1,-4,.
CFTR F508del cor,-1.5,-1.9,-3.4,-1.7,-0.1,-3.3,0.0,-2.3

9: Cc1cc(C)cc(OCC(=O)NNC(=O)c2ccccn2)c1
10: COc1ccc(/C=N/Nc2nc(=O)[nH]nc2C)cc1OC
11: Cc1nn(CC(=O)N(C)C)c(C)c1S(=O)(=O)N1CCOCC1
12: Cc1ccc(-c2noc(-c3ccccc3C(=O)NCc3ccco3)n2)cc1
13: C[C@@H]1CN([C@@H](C)CO)C(=O)c2cccc(NC(=O)Nc3ccc(F)cc3)c2O[C@@H]1CN(C)S(=O)(=O)c1ccccc1
14: CCC(C)NC(=O)c1cc2c(=O)n(CC)c3ccccc3c2s1 (stereo not given)
15: Cc1cc(C)c2c(=O)n(CC(=O)N3CCN(c4ccccc4)CC3)ccc2n1
16: COc1ccc(C(=O)NCC2CCN(C(=O)C(=O)c3cc4ccccc4o3)CC2)c(OC)c1
entry no.,9,10,11,12,13,14,15,16
ERp5 block,-4,4,4,0,0,0,1,-1
SIRT5 block,0,-2,2,-9,-2,5,-7,.
Casp6 inh,0,-36,0,2,.,.,2,2
miR122 inh,5,.,.,.,3[16.7 µM],2,-2,.
DENV2 CPE,-1,2,1,-7,18,-3,-10,-1
ERAP1 HTS inh,4,1,-3,0,-1,2,-4,4
CFTR F508del cor,3.7,-0.4,-1.7,-1.1,-1.2,-2.1,-2.2,-2.4

Only miR122 inh and Casp6 inh, for some of the entries so far:
| No. | mol | miR122 inh | Casp6 inh |
| --- | --- | --- | --- |
| 15 | Cc1cc(C)c2c(=O)n(CC(=O)N3CCN(c4ccccc4)CC3)ccc2n1 | -2 | 2 |
| 11 | Cc1nn(CC(=O)N(C)C)c(C)c1S(=O)(=O)N1CCOCC1 | . | 0 |
| 10 | COc1ccc(/C=N/Nc2nc(=O)[nH]nc2C)cc1OC | . | -36 |

Next part.
17: O=C(c1ccccn1)N1C[C@H]2[C@@H](c3ccccc31)[C@@H](CO)N2C(=O)Nc1ccccc1F
18: COc1ccc(CNC(=O)C2CCN(C(=O)c3cccc(Cl)c3)CC2)cc1
19: CN(CCO)C(=O)c1nc[nH]c1C(=O)N1CCN(C(=O)OC(C)(C)C)CC1
20: O=C(c1cccs1)N1CCN(c2ccccc2)CC1
21: CN1C(=O)c2cc(NC(=O)c3ccc(Cl)cc3)ccc2OC[C@H]2O[C@@H](CC(=O)O)CC[C@@H]21
22: CCOC(=O)C1=C(C)N(CC)C(=S)NC1c1ccccc1OC(F)F (stereo not given)
23: Cc1ccc(CN2C(=O)CNC2=S)cc1
24: CCCCn1c(SCC(=O)Nc2ccc(C)c(S(=O)(=O)N3CCOCC3)c2)nnc1C(CC)N(C)C (stereo not given)
entry no.,17,18,19,20,21,22,23,24
ERp5 block,1,-4,0,4,1,1,2,0
SIRT5 block,6,-4,-3,6,-1,8,-3,3
Casp6 inh,2,3,-1,0,16,2,4,-6
miR122 inh,7[16.7 µM],-6,3,-4,-2[16.7 µM],.,-14,10
DENV2 CPE,-5,-2,6,-1,3,0,2,2
ERAP1 HTS inh,3,3,0,-4,0,5,.,0
CFTR F508del cor,-1.7,-0.7,-3.3,0.0,0.4,.,-0.6,-0.4

25: CN(CC(=O)Nc1ccccc1Cl)C(=O)c1ccc(Cl)c(S(=O)(=O)N2CCCCCC2)c1
26: Cc1ccc(CSCc2ccc(C(=O)NC3CC3)o2)cc1
27: Nc1ccc2nc(C(F)(F)F)[nH]c2c1
28: CO[C@@H]1CN(C)C(=O)c2cc(NC(C)=O)ccc2OC[C@@H](C)N(CCc2ccccc2)C[C@H]1C
29: CCN(C(=O)CSc1nc2ccccc2n1C)C1CCS(=O)(=O)C1 (stereo not given)
30: CN(C)c1ccc(-c2sc(Nc3ccccc3)n[n+]2-c2ccc(F)cc2)cc1
31: C[C@H](CO)N1C[C@H](C)[C@H](CN(C)C(=O)C2CCOCC2)Oc2ncc(-c3cccc(F)c3)cc2C1=O
32: COc1ccc(C(=O)CC(=O)C(=O)Nc2cccc(F)c2)cc1
entry no.,25,26,27,28,29,30,31,32
ERp5 block,-1,3,3,1,1,22,-6,3
SIRT5 block,7,0,10,2,-2,4,-5,-12
Casp6 inh,-4,-2,-2,-2,0,-3,-2,7
miR122 inh,9,-1,.,-2[16.7 µM],5,.,-1[16.7 µM],1
DENV2 CPE,-5,5,.,0,-7,-1,-8,2
ERAP1 HTS inh,0,4,-1,3,0,3,0,1
CFTR F508del cor,-1.4,-0.5,2.9,-0.6,-2.9,1.6,-1.6,0.8

33: Cc1cc(NC(=O)COc2coc(CN3CCN(c4ccccc4F)CC3)cc2=O)no1
34: CC(=O)C[C@H]1c2cc(C(F)(F)F)ccc2S(=O)(=O)N1c1ccc(N(C)C)cc1
35: CC(=O)c1ccc(NC(=O)Cn2nc(C)c([N+](=O)[O-])c2C)cc1
36: O=C(N/N=C/c1cccc(O)c1)c1cc2c(ccc3ccccc32)o1
37: CNC[C@H]1Oc2c(N)cccc2C(=O)N([C@@H](C)CO)C[C@H]1C
38: Cc1nc(NC(=O)COC(=O)C(C)NC(=O)c2ccccc2)c(Cl)cc1Cl (stereo not given)
39: COc1cccc(S(=O)(=O)N2[C@@H]3CNC[C@H]2C3c2ccc(-c3ccccc3OC)cc2)c1 (stereo not given in full)
40: COc1ccc(OC)c(S(=O)(=O)NCCCN2CCCC2=O)c1
entry no.,33,34,35,36,37,38,39,40
ERp5 block,-2,4,2,1,86*,2,-1&4,-2
SIRT5 block,2,-2,-5,-1,-3,-2,0&-4,-6
Casp6 inh,-5,4,6,1,.,4,-3&5,-4
miR122 inh,0,12,-2,-5,-5[16.7 µM],-1,.,.
DENV2 CPE,-4,?,7,-10,.,4,-19&-7,14
ERAP1 HTS inh,3,7,-3,6,.,-9,0&-2,-3
CFTR F508del cor,0.5,1.9,-7.4,-5.3,0.1,-0.4,-0.8&-0.8,0.6

41: CCC(/C=N/NC(=O)C(N)=O)CC
42: Nc1ccc(C(=O)O)cc1[N+](=O)[O-]
43: S=C(NCCCn1ccnc1)Nc1cccc(Cl)c1
44: Cn1c(=O)c2c(SCC(=O)N3CCCCC3)nc(-c3ccccc3F)nc2n(C)c1=O
45: O=C(NC1CCCCC1)C(c1ccncc1)N(C(=O)c1csnn1)c1ccccc1F (stereo not given)
46: CN1CCN(C(=O)C[C@H]2CC[C@H]3[C@@H](COC[C@H](O)CN3CC3CCOCC3)O2)CC1
47: Cc1ccc(OCC(=O)Nc2ccc(N3CCOCC3)cc2)cc1
48: CC(O)CNCCOc1ccccc1-c1ccccc1 (stereo not given)
entry no.,41,42,43,44,45,46,47,48
ERp5 block,-4,5,-6,-1,1,.,10,-11
SIRT5 block,0,2,-17,-1,-2,.,.,-3
Casp6 inh,.,4,-12,3,3,.,-1,6
miR122 inh,13,-8,-2,.,9,9[16.7 µM],3,.
DENV2 CPE,2,6,-3,7,13,-5,.,.
ERAP1 HTS inh,-6,2,3,-3,-2,.,-1,1
CFTR F508del cor,-1.1,-3.9,-3.5,-2.0,-2.2,1.5,.,-0.4

Profiles from above. Order of screens: ERp5 block | SIRT5 block | Casp6 inh | miR122 inh | DENV2 CPE | ERAP1 HTS inh | CFTR F508del cor
Profile of `Cc1ccc(N2C(=O)C3CCCN3C2=S)cc1` (stereo not given) → 3 | -4 | 0 | 1 | -2 | 2 | -1.9
Profile of `COc1ccc(CNC(=O)C2CCN(C(=O)c3cccc(Cl)c3)CC2)cc1` → -4 | -4 | 3 | -6 | -2 | 3 | -0.7

Next records follow:
49: COc1cccc(C2Nc3ccccc3NC3=C2C(=O)CC(C)(C)C3)c1OC (stereo not given)
50: CNC(=O)NC(=O)COC(=O)c1n[nH]c2ccccc12
51: CC(C)C(c1nnnn1C1CCCCC1)N1CCc2ccccc2C1 (stereo not given)
52: CCCNC(=O)C[C@@H]1C[C@@H]2c3cc(NC(=O)NC4CCCCC4)ccc3O[C@@H]2[C@H](CO)O1
53: Cc1ccc(NC(=O)COCC(=O)Nc2ccc(F)cc2)cc1
54: C[C@H]1CN([C@@H](C)CO)C(=O)c2c(c3ccccc3n2C)-c2ccccc2CO[C@H]1CN(C)C(=O)Nc1ccnc(N2CCOCC2)c1
55: O=C(NCCN1CCCCC1)/C(=C/c1ccco1)NC(=O)c1ccccc1
56: Cc1ccc(S(=O)(=O)N(C)C[C@H]2Oc3ccc(NC(=O)Nc4ccc(C(F)(F)F)cc4)cc3CC(=O)N([C@@H](C)CO)C[C@@H]2C)cc1
57: CC1CC(C)CN(C(=O)COC(=O)c2ccc3ccccc3n2)C1 (stereo not given)
58: C[C@@H]1CCCCO[C@H](CN(C)Cc2ccc3c(c2)OCO3)[C@H](C)CN([C@@H](C)CO)C(=O)c2cc(NS(=O)(=O)c3cccs3)ccc2O1
59: Cc1cc(Cl)ccc1NC(=O)CCN1C(=O)NC(C)(C)C1=O
entry no.,49,50,51,52,53,54,55,56,57,58,59
ERp5 block,-1,-1,1,0,2,3,0,0,8,.,-1
SIRT5 block,1,-4,3,-3,24*,4,2,6,-1,.,2
Casp6 inh,1,-7,4,1,-2,1,-8,-2,0,.,1
miR122 inh,-4,-4,.,-2[16.7 µM],2,.,-3,5[16.7 µM],-9,2&-8[16.7 µM],-4
DENV2 CPE,-3,1,6,-1,1,-9,4,-1,2,1&-2,-9
ERAP1 HTS inh,2,-1,1,0,1,1,-8,1,3,.,7
CFTR F508del cor,-0.7,-0.7,3.6,-3.5,-1.4,1.2,-2.3,-0.1,-3.3,0.2&0.9,-3.3
